phage Ecoli inh – E. coli growth loss with phage present; AID 651602; inhibition, % at 11.9 µM; growth absorbance; actives 0.26% (n = 360,000); in the data active = inhibition above about 11%
Tat transport – E. coli Tat transport inhibition; E. coli MC4100 TorA-mCherry Tat export, fluorescence; inhibition, % at 10 µM; actives 0.036% (n = 340,000); AID 488895;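 active = mean replicate inhibition at least 50% and at least half of replicates individually reaching 50%; inconclusive = only one of the two criteria met; inactive = neither criterion met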;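 note: exported cargo escapes ClpAP degradation while cytoplasmic cargo is degraded and loses fluorescence; 0% = median of neutral control wells and 100% = median of NaSCN control wells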
Mot1-301 SUMO – blocks SUMOylation pathway, rescuing yeast Mot1-301 growth; S. cerevisiae Mot1-301 growth rescue, ATP luminescence, 38.5C; percent above DMSO median, 100 means doubled; growth rescue, % at 18.8 µM; actives 1% (n = 320,000);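 active = every valid replicate shows activation above 250% relative to neutral control wells; inactive = the rest, any valid replicate at or below 250%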;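 note: OY570 slx delta 5 strain wells were the positive control but not used for scaling; some compounds called inactive have numbers as strong as hits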
AddAB inh – less growth of phage-infected E. coli with AddAB. AID 435030. E. coli expressing H. pylori AddAB, absorbance growth. inhibition, % at 11.9 µM. actives 0.29% (n = 330,000); in the data active = inhibition above about 12%;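 note: 0% = vehicle wells of infected cells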
PKA-R1A act – PKA-R1A complex activation | P00514+P68181 | PKA-R1A dissociation, Cy5-IP20 fluorescence polarization; scaled: DMSO 0%, 113 µM cGMP 100% | activation, % at 11.4 µM | actives 0.083% (n = 340,000) | AID 504707;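 active = percent activation above the mean of all tested compounds plus 3 SD, cut at about 19% in these data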;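 note: higher means more PKAc released from R1A so a rise in polarization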
MOR-DOR inv ag – mu-delta opioid heterodimer inverse agonism | inhibition, % at 9.3 µM | cell-based MOR-DOR heterodimer luminescence | actives 0.21% (n = 340,000) | AID 504357; in the data active = inhibition above about 22%, passing the limit was not always enough;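 note: 0% = cells with DMSO and 100% = wells without cells with DMSO; values of inactives mirror those of a sister screen read the other way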
Target sequence (P35372 whole entry, looked up): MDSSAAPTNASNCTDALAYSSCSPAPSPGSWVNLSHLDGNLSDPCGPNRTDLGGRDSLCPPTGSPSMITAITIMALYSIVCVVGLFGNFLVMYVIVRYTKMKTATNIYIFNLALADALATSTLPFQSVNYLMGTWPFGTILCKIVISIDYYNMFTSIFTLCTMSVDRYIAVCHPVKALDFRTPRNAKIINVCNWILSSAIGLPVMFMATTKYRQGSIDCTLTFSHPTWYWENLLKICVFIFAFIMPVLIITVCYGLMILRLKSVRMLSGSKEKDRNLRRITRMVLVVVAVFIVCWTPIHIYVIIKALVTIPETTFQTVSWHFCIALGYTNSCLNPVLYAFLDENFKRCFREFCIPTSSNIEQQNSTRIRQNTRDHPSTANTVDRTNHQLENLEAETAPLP
Target sequence (P41143 whole entry, looked up): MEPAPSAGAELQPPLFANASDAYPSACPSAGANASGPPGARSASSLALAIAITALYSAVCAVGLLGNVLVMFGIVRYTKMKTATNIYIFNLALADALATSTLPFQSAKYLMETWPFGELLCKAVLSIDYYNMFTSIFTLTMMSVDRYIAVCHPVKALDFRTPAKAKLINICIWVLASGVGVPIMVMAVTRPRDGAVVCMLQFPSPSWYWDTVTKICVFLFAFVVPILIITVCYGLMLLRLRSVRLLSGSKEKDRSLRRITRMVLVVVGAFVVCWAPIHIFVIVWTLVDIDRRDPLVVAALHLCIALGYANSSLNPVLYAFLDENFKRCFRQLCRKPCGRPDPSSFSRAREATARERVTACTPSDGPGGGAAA
DSG3 Ab inh – human desmoglein-3 autoantibody binding inhibition | actives 0.48% (n = 310,000) | DSG3-coupled beads, scFv-anti-DSG3-GFP binding, flow cytometry; active compounds read low | AID 588358 | binding (percent of control), % at 10 µM | P32926;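 active = binding more than 3 SD below its plate's average and above zero; inconclusive = below that plate limit but binding exactly zero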;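 note: hits lower antibody fragment binding to DSG3; some compounds called inactive have numbers as strong as hits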
Arrestin-AP2 inh – blocks beta-arrestin peptide binding to AP2 adaptin. FITC-arrestin peptide / GST-AP2 beads, flow cytometry; AP2 beta2 appendage carries R879A mutation. inhibition, % at 10 µM. actives 0.31% (n = 340,000);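 active = inhibition above a set limit, near 3 SD of compounds lacking own fluorescence, cut at about 54% in these data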;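 note: plate controls were DMSO wells for no effect and 5 µM unlabelled arrestin peptide for full effect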
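System: GST-AP2 R879A glutathione beads. Medium: PBS with 0.05% Tween 20 and 0.1% BSA. Also added: FITC-arrestin peptide, 50 nM. Incubation: 12 min plus 1 h, RT. Measured by: high-throughput flow cytometry of beads, ex 488, em 535 nm. Evaluation: percent drop in bead-associated FITC signal.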
Ecoli viability – bacterial growth inhibition, counter-screen for AddAB inhibitors | E. coli V3065 growth, OD600 absorbance, 18 h | inhibition, % at 11.9 µM | actives 0.27% (n = 330,000);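 active = inhibition above the campaign's mean inhibition across all tested compounds plus 3 SD, cut at about 9.9% in these data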;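 note: uninfected addAB+ strain grown without phage in ampicillin broth; 0% = DMSO wells and 100% = ciprofloxacin 0.95 µg/ml wells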
OPRM1-OPRD1 ag – agonists of human mu-delta opioid receptor heterodimerization; AID 504326; cells, OPRM1-OPRD1 heterodimerization, luminescence; activation, % at 9.3 µM; actives 0.3% (n = 340,000); P35372+P41143; in the data active = activation above about 18%;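 note: 0% = vehicle-treated cells and 100% = reference agonist; values of inactives mirror those of a sister screen read the other way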
PfHsp90 yeast 2 – growth inhibition of yeast expressing Plasmodium Hsp90; inhibition, % at 9.4 µM; AID 504621; S. cerevisiae expressing PfHsp90, BacTiter-Glo ATP, 48 h; yeast lacking PDR1 and PDR3 efflux regulators; actives 0.32% (n = 310,000);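 active = every replicate shows inhibition above about 80%, whatever the replicate mean, limit read from the data; inconclusive = mean inhibition reaches the set limit but some replicate falls short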;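 note: 0% = DMSO neutral controls and 100% = 20 µM radicicol positive controls; yeast relying on Plasmodium falciparum Hsp90 in place of its own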
Numbers without * were called inactive; ? = inconclusive; . = no result given.

SMILES | phage Ecoli inh | Tat transport | Mot1-301 SUMO | AddAB inh | PKA-R1A act | MOR-DOR inv ag | DSG3 Ab inh | Arrestin-AP2 inh | Ecoli viability | OPRM1-OPRD1 ag | PfHsp90 yeast 2
CCn1c(=O)c2c(nc3n2CCCN3CCc2ccccc2)n(C)c1=O | -0.1 | 5.6 | 0.2 | 2.9 | -3.2 | 7.5 | . | -10.6 | 0.7 | -1.8 | -5.6
COc1ccc(C(=O)NCC(=O)Nc2ccccc2)cc1OC | 3.0 | 0.3 | 449.2* | 5.3 | -9.3 | 11.4 | . | -0.6 | 1.5 | -2.0 | 12.7
C=CCNC(=O)N1CCCC(C(=O)c2cccc(OC(C)C)c2)C1 (stereo not drawn) | 0.3 | 11.0 | -11.4 | 1.0 | -12.2 | 6.2 | 108.6 | 4.0 | -1.4 | -1.2 | -4.0
Fc1ccc(/C=C\c2nccc3c2[nH]c2ccccc23)cc1 | 0.3 | 1.0 | -11.1 | 0.2 | 9.8 | -86.7 | . | -15.6 | 1.5 | 19.1* | 9.3
CNC(=O)NC(=O)Cn1nc2n(c1=O)-c1ccccc1SC2 | 1.2 | -0.9 | -10.7 | -0.2 | -7.9 | 19.4 | 105.0 | -3.8 | -0.2 | -3.9 | 2.9
CSCCC(NC(=O)c1ccco1)C(=O)OCC(=O)Nc1ncc(Cl)c(C)c1Cl (stereo not drawn) | 2.6 | 7.5 | -5.3 | 1.5 | -6.6 | 13.6 | 97.4 | 29.0 | -0.9 | -2.7 | 12.4
O=C(NC1CCCCC1)c1nn2c(C(F)(F)F)cc(-c3ccco3)nc2c1Br | 3.8 | -1.2 | 11.5 | 3.2 | -7.3 | -20.4 | 101.3 | 27.7 | 1.5 | 4.9 | 13.6
COc1ccc(/C=N/Nc2cc(N3CCOCC3)nc(C)n2)c(OC)c1 | 0.2 | -1.2 | 3.8 | 3.0 | 5.7 | 5.3 | 122.9 | 31.9 | 0.9 | -1.1 | 6.6
O=C(Nc1ccc2c(c1)OCO2)C1CCN(C(=O)c2ccc([N+](=O)[O-])cc2)CC1 | 2.6 | -10.6 | 1.1 | 0.3 | -7.5 | 0.6 | 107.2 | 0.2 | 1.8 | -0.1 | 17.7
COCCCNC(=O)CNC(=S)N(Cc1ccccc1F)C1CCCCC1 | 0.2 | 3.8 | -3.5 | -0.5 | -6.1 | 15.1 | 104.1 | 5.7 | 1.0 | -2.8 | 26.4
CC(C)=NOc1nc(N2CCOCC2)nc(N2CCOCC2)n1 | 3.8 | . | -6.4 | 0.1 | . | . | 103.9 | -10.5 | 0.8 | . | .
Cc1nc2ccccc2c(=O)n1NCc1cccs1 | 1.7 | 3.8 | -3.2 | 3.5 | 0.0 | 2.8 | 99.6 | -0.1 | -0.2 | -0.5 | 7.9
COc1cccc(C(=O)NCCCc2ccccc2)c1OC | -0.8 | -6.3 | . | . | -8.0 | 12.1 | 96.5 | 3.5 | . | -2.3 | -20.9
COc1ccc(Br)cc1C1CC(=O)N2CN(C)CSC2=C1C#N (stereo not drawn) | 0.9 | -6.7 | 14.7 | 2.2 | -4.0 | -9.6 | 104.5 | 22.0 | -1.1 | 1.8 | 6.8
Cc1scc(C(=O)NNC(=S)NCc2ccccc2)c1C | 3.6 | -6.7 | -5.7 | 3.7 | 1.0 | 13.5 | 103.0 | 11.7 | -0.1 | -2.4 | 3.2
O=C(CN1CCOCC1)Nc1ccccc1F | -1.5 | 0.6 | -15.4 | -1.6 | -1.7 | 8.7 | 113.8 | 3.8 | -3.0 | -1.8 | -15.9
Cc1ccc(S(=O)(=O)NC(C)(C)CN2CCc3ccccc3C2)cc1 | -0.1 | -3.9 | -9.0 | 1.1 | -1.1 | 9.9 | 75.1 | 0.0 | 1.0 | -1.9 | 3.1
Cc1ccc(OCC(=O)NNC(=O)C(=O)NC(C)(C)C)cc1 | -2.1 | ? | . | -2.2 | -6.9 | 9.2 | 101.4 | -29.2 | -4.7 | -1.6 | -3.4
Cc1ccc2nc(SCC(=O)N3CCC(Cc4ccccc4)CC3)nc(=O)n2c1 | 1.2 | 7.2 | 306.6 | -0.4 | 0.3 | 3.1 | 104.4 | -3.2 | -2.0 | -0.5 | -5.8
Fc1ccccc1CSc1ccc(-c2ccco2)nn1 | -0.6 | -6.2 | -5.3 | 5.7 | 9.0 | 10.7 | 117.7 | 9.5 | -2.3 | -2.2 | -2.3
CC(=O)N1CCOc2ccc(S(=O)(=O)NCC3CCC(C(=O)NCCC(C)C)CC3)cc21 (stereo not drawn) | -0.9 | 0.1 | 90.4 | 1.0 | -3.7 | -0.9 | 74.8 | -1.5 | -3.9 | 0.2 | 3.3
COc1ccc(NC(=O)CN(C)CC(=O)Nc2cccc(F)c2)cc1S(=O)(=O)N1CCCCC1 | -3.2 | 4.1 | . | . | 5.6 | 6.3 | 100.7 | 24.6 | . | -1.6 | 3.8
C[C@@H]1COC(=O)[C@@H](Cc2ccc(F)cc2)C/C=C\C[C@H](CC(=O)N(CCO)Cc2ccccc2)C(=O)N1 | 5.4 | 3.9 | -12.4 | 2.0 | -6.1 | -3.4 | 87.5 | -1.6 | 0.0 | 0.7 | 3.0
COc1ccc2c(c1OC)C[N+]1([O-])CCc3cc4c(cc3C1C2)OCO4 (stereo not drawn) | -0.2 | -7.3 | -22.5 | 3.7 | 0.0 | -2.9 | 104.5 | 10.7 | -0.7 | 0.5 | 16.5
CC(=O)C1=C(O)C(=O)N(c2cccc(C(=O)O)c2)C1c1ccc(F)cc1 (stereo not drawn) | 2.5 | -8.3 | -10.0 | 1.1 | -2.7 | 13.1 | 85.7 | 28.2 | 0.8 | -2.6 | 19.7
O=C(c1cc2ccccc2cc1O)N1CCN(c2ccccn2)CC1 | 1.5 | 7.5 | 304.6 | 3.3 | -11.9 | 14.9 | . | 2.9 | -2.5 | -2.3 | -14.9
O=C(O)c1ccc(-c2noc(-c3ccc(F)cc3)n2)cc1 | -1.8 | 3.8 | 234.1 | 1.8 | 3.2 | 12.2 | 97.8 | 5.7 | 1.0 | -2.3 | 3.9
c1ccc(C2=Nc3ccccc3NC(c3ccccc3)C2)cc1 (stereo not drawn) | 4.1 | 7.2 | 5.9 | 0.2 | -17.0 | -18.4 | 94.8 | -2.9 | 2.1 | 3.4 | 6.9
CCN(C(=O)CSc1nc2ccc(OC)cc2[nH]1)c1c(N)n(Cc2ccccc2)c(=O)[nH]c1=O | 2.9 | -2.4 | 40.9 | 0.9 | -2.8 | 8.9 | 108.5 | 13.4 | 2.8 | -1.6 | -18.3
COc1ccccc1-c1noc(CSc2nc(N)cc(=O)[nH]2)n1 | 3.4 | -3.1 | -14.9 | 1.2 | 3.7 | 9.6 | 97.8 | 2.3 | -1.8 | -1.9 | -7.2
Cc1ccc(C(C)(C)C)c(OCCN2CCCC2)c1 | 4.7 | -7.9 | -2.3 | 2.2 | -14.1 | 1.5 | 91.8 | -7.2 | 1.6 | -0.3 | -3.7
Cc1nc2sc(C(c3ccccc3)N3CCN(CCO)CC3)c(O)n2n1 (stereo not drawn) | 0.8 | 2.2 | 17.7 | 1.0 | 8.0 | 3.0 | 91.8 | 17.3 | 0.9 | -0.5 | -22.1
CCc1nc2oc(C(=O)c3ccccc3)c(N)c2c2c1COC(C)(C)C2 | 0.7 | -10.2 | -5.2 | -0.2 | -0.8 | 11.2 | 105.6 | 7.2 | -1.6 | -2.0 | -28.8
Cc1ccc(N(C(C)C(=O)Nc2cc(Cl)ccc2Oc2ccccc2)S(C)(=O)=O)cc1 (stereo not drawn) | 3.1 | 4.1 | 15.2 | 2.4 | 1.8 | -30.5 | 97.9 | -4.3 | -0.6 | 5.4 | -14.8
CS(=O)(=O)c1ccc(Cl)c(NC(=O)CSC(=S)N2CCCC2)c1 | 1.2 | 1.7 | 101.1 | 3.8 | -9.3 | 15.4 | . | 29.6 | 2.5 | -3.0 | -14.1
COc1ccc(Cl)cc1NC(=O)N1CCN(C2CCCCC2)CC1 | . | -2.1 | 73.1 | -1.7 | 9.7 | 9.9 | . | 6.8 | -0.8 | -1.8 | 6.4
O=C1OCCN1C(=O)[C@H]1[C@H](c2ccc([N+](=O)[O-])cc2)C(c2cccc(Cl)c2)=NN1c1ccc(Br)cc1 | 1.2 | -3.1 | . | 1.7 | 1.5 | 6.1 | 94.7 | 2.8 | 4.5 | -1.2 | 3.8
O=C(NCCCCc1ccccc1)C1CC(c2ccccc2[N+](=O)[O-])=NO1 (stereo not drawn) | 1.4 | 2.6 | -2.6 | 2.2 | 1.3 | 10.2 | 107.8 | 3.5 | -0.8 | -2.2 | -1.5
O=C(CCC(=O)N1CCOCC1)c1ccc(F)cc1 | -1.7 | -4.7 | -31.3 | 1.3 | -1.4 | 12.9 | 97.7 | -34.3 | 0.0 | -2.7 | 13.0
COc1ccc(CNC(=O)CN(c2ccccc2)S(=O)(=O)N(C)C)cc1 | 3.1 | 4.4 | 160.9 | 3.7 | 1.6 | 13.2 | 98.6 | 40.3 | 5.0 | -2.5 | -3.9
CCN(CC(=O)NCc1ccc(Cl)cc1)C(=O)CSc1ccc(Br)cc1 | 3.1 | -1.0 | 46.6 | 3.5 | -10.2 | 2.7 | 96.9 | -13.7 | 1.7 | -0.5 | -3.0
COc1ccccc1NC(=O)CN1CCC(C(=O)c2ccc(F)cc2)CC1 | 1.9 | -3.4 | 7.8 | 2.0 | -5.9 | -4.6 | 106.0 | -0.1 | -2.3 | 0.8 | .
Cc1cc(C(=O)COC(=O)CN(C)S(=O)(=O)c2ccc(Cl)cc2)c(C)n1Cc1cccs1 | 1.9 | 3.0 | -14.8 | 1.8 | 7.2 | 12.3 | 96.3 | 14.5 | -3.6 | -2.0 | -49.1
COc1ccc(OCCCN2CCCCCC2)cc1 | 1.9 | -11.1 | 13.7 | -1.4 | 2.3 | 2.4 | . | 7.3 | -0.1 | -0.5 | .
CC(NC(=O)c1ccncc1)c1ccccc1 (stereo not drawn) | -1.9 | -8.7 | -6.0 | -0.2 | -19.1 | 10.7 | 111.3 | 37.6 | -0.2 | -2.1 | 4.1
Cc1cc(=O)oc2c3c(cc(OCC(=O)Nc4cccnc4)c12)OC(C)(C)CC3 | 1.7 | 1.4 | -4.4 | 2.7 | 9.3 | 16.2 | 105.0 | 7.5 | -0.8 | -3.2 | 15.0
O=C(Nn1c(SCc2cccc([N+](=O)[O-])c2)nc2ccccc2c1=O)c1ccccc1 | 1.8 | 3.1 | 84.8 | -0.7 | 1.4 | 13.4 | 116.0 | 4.0 | -0.1 | -2.5 | -8.9

High-throughput results (PubChem)
